PDI inh: inhibitors of human PDI, primary screen, biochemical, turbidity, single point, plate reader. Protein disulfide-isomerase (Homo sapiens), P07237. PDI insulin aggregation turbidity, A650, 90 min. inhibition, % at 10 µM. actives 0.052% (n = 350,000). AID 588391, 2011;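 active means mean inhibition across replicates of 30% or more, whatever share of single replicates reach that level; inconclusive means mean inhibition below 30% while every single replicate reaches 30%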;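 further: absorbance from insulin aggregation driven by PDI reduction with DTT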
Target sequence (P07237 whole entry, looked up): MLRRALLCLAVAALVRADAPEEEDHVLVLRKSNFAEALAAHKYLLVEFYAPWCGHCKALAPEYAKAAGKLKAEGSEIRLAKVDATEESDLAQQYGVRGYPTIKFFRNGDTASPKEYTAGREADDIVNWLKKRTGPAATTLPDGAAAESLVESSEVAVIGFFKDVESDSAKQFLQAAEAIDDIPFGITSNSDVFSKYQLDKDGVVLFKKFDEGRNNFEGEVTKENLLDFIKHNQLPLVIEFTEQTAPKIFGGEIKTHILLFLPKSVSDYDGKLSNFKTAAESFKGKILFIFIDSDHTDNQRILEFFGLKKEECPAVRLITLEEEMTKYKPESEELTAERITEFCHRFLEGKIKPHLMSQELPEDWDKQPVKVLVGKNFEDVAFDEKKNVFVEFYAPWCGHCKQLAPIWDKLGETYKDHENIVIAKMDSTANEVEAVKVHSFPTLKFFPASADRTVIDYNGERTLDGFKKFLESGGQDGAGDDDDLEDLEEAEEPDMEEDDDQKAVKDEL
CaV13 FRET inh: Primary screen for inhibitors of IQ motif and Ca2+-dependent inactivation inhibitor domain binding in CACNA1D, Förster resonance energy transfer in living cells, …. HEK cells, CFP/YFP FRET ICDI-IQ, plate reader, 10 min; percent FRET-ratio fall versus neutral wells. inhibition, % at 12.3 µM. actives 0.098% (n = 340,000). AID 743397;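 active means mean replicate inhibition of at least 30% and at least 1% of replicates passing that level; inconclusive means only one of the two criteria is met; inactive means neither criterion is met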;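 further: 0% = median of the neutral control wells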
N-glyco inh: increase of ERlucT glycosylation luciferase signal, primary screen, N-linked glycosylation inhibitor project, D54 ERlucT cells, luminescence, set 2; reporter increase, % at 12.5 µM; AID 588692, 2011; actives 0.23% (n = 360,000); D54 ERlucT glycosylation luciferase reporter, 24 h; percent of 100 nM tunicamycin response;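 active means mean luciferase reporter signal, scaled so untreated is 0 and the glycosylation-blocking control 100, at or above a set limit in every replicate; inconclusive means mean reaches the limit but not every replicate does; inactive means mean below the limit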;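 further: luciferase carries N-glycosylation sites so blocking glycosylation raises the light; 0% = median of neutral control wells and 100% = median of 100 nM tunicamycin wells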
ABCB6 inh MLPCN: ABCB6 transporter inhibitors, primary screen, K562-ABCB6 cells, flow cytometry, MLPCN library | ATP-binding cassette sub-family B member 6 (Homo sapiens), Q9NP58 | K562-ABCB6 porphyrin accumulation, 1 h; active compounds read low | fluorescence ratio to DMSO, % at 10 µM | actives 0.19% (n = 360,000) | AID 602162, 2011;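 active means fluorescence ratio to DMSO below 75%, the collection mean minus 3 SD; inconclusive means too few cells collected in the well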;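 further: signal is porphyrin accumulated inside mitochondria; 100% equals median channel fluorescence of DMSO control wells; lower ratio means ABCB6 inhibition with less porphyrin fluorescence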
Vif inh: HIV Vif self-association inhibitors, primary screen, imaging, HEK293T, single point | AID 602346, 2012 | HEK293T cells, Vif self-association by quenched fluorescence, 24 h | actives 0.35% (n = 340,000) | inhibition, % at 7.49 µM; in the data active means inhibition above about 50%, passing the limit was not always enough; inconclusive means no clear call, values can overlap the other calls; inactive means below about 31%; further: some results filed as inactive read as strong as hits
aDG glyco act: activators of alpha-DG glycosylation, primary screen, uHTS, Pro5-aDG cells, AlphaScreen; alpha-DG glycosylation AlphaScreen (IIH6); 0% Pro5, 100% B10-LARGE cell signal; activation, % at 10 µM; actives 0.22% (n = 360,000); AID 624168, 2012;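 active means activation of at least 8% versus controls, or a plate z-score of at least 8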;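 further: Pro5 are CHO cells carrying HIG-tagged alpha-DG that lacks glycosylation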
m5-HT2A agonist: mouse Htr2a agonists via beta-arrestin recruitment, primary screen, cell-based, luminescence | CHO-K1 mHTR2A beta-arrestin complementation; percent of 30 µM serotonin response | 5-hydroxytryptamine receptor 2A (Mus musculus), P35363 | AID 624169, 2012 | activation, % at 7.6 µM | actives 0.66% (n = 360,000);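 active means activation above a run cutoff, the mean activation of all tested compounds plus 3 SD, cut at about 14% in these data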;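 further: 0% = plate median of compound wells and 100% = 30 µM serotonin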
Target sequence (P35363 whole entry, looked up): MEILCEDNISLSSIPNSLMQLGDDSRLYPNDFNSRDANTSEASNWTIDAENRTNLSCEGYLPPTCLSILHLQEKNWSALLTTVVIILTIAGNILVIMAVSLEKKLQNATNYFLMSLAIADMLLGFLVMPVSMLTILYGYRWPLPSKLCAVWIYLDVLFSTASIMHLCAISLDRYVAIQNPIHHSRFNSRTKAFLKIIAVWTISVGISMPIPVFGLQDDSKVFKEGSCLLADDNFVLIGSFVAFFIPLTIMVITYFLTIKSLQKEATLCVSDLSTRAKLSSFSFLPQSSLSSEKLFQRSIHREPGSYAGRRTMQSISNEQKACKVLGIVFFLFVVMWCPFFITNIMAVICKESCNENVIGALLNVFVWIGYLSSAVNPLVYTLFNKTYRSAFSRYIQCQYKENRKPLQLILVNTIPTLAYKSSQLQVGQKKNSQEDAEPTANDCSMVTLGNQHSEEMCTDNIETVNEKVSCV
Exocytosis inh: LAMP-1 surface exposure blockers, TALL-104 cells – cell-based, flow cytometry, MLPCN library, primary screen | TALL-104 LAMP-1 surface exposure; cells stimulated with thapsigargin and PMA | inhibition, % at 10 µM | actives 0.66% (n = 360,000) | AID 651702, 2012;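 active means inhibition above about 55%, limit read from the data; inconclusive means no clear call, values can overlap the other calls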
hiPSC survival: enhancers of single-cell hiPSC survival, primary screen, ATPlite luminescence; survival enhancement, % at 20 µM; actives 0.044% (n = 360,000); 100% = ROCK inhibitor wells, 0% = DMSO; in the data active means survival enhancement above about 18%;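 further: cells exposed to compounds for 16 hours before the ATP read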
H9c2 protect: cardioprotection against H2O2-induced cell death, primary screen, uHTS, H9c2 cells, ATPLite luminescence | H9c2 cardiomyocytes, H2O2 injury protection, 2 h | protection from H2O2 cell death, % at 20 µM | actives 0.63% (n = 360,000) | AID 588492, 2011;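 active means compounds giving at least 50% protection of heart cells from peroxide-induced death in the single-dose screen, raw or plate-pattern-corrected value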;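 further: 0% = DMSO wells with peroxide and 100% = DMSO wells without peroxide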
* marks the source's active call; other numbers are inactive results; ? = inconclusive; . = no result given.

# | SMILES | PDI inh | CaV13 FRET inh | N-glyco inh | ABCB6 inh MLPCN | Vif inh
1 | O=C1CN(C(=O)c2ccc(Br)o2)C(c2ccccc2)c2cc(Cl)ccc2N1 (configuration not stated) | 7 | -7 | -1 | 89 | -9
2 | CCCCn1c(=O)c(-[n+]2ccccc2)c([O-])c2ccccc21 | -7 | -3 | 1 | 96 | 16
3 | S=c1[nH]nc(Cc2c[nH]c3ccccc23)o1 | -1 | . | 3 | 101 | -5
4 | CCOC(=O)N1CCN(C(=O)c2ccc3nc(N4CCC(C)CC4)sc3c2)CC1 | 19 | -6 | -2 | 107 | .
5 | CCc1c(-c2ccccc2)nc(N)c(C#N)c1-c1cccs1 | 3 | -5 | -1 | 102 | -25
6 | COc1ccc(-c2nnn(CC(=O)N(CCCN3CCOCC3)C(C(=O)NC3CCCC3)c3ccc(C)o3)n2)cc1 (configuration not stated) | -3 | -4 | -1 | 98 | -1
7 | COc1cc(S(=O)(=O)NC(Cc2c[nH]c3ccccc23)C(=O)O)ccc1NC(C)=O (configuration not stated) | -4 | -3 | 0 | 101 | 14
8 | COc1ccccc1OCCCC(=O)Nc1nnc(C2CCCO2)s1 (configuration not stated) | 6 | -2 | 6 | 95 | 10
9 | O=C(CSc1nc2c(cnn2-c2ccccc2)c(=O)[nH]1)NC1CCS(=O)(=O)C1 (configuration not stated) | -5 | -5 | -1 | 105 | 9
10 | O=c1oc(=O)c2ccccc2c2ccccc12 | -54 | -17 | 1 | 101 | 17
11 | CCCCc1nc2cc(C(=O)N3CCCC(OCCC)C3)ccc2o1 (configuration not stated) | 2 | -2 | 2 | 98 | -13
12 | COc1ccc(C)cc1S(=O)(=O)NC1CCCCC1C (configuration not stated) | 7 | . | 0 | 99 | .

# | aDG glyco act | m5-HT2A agonist | Exocytosis inh | hiPSC survival | H9c2 protect
1 | 0.1 | 1 | 0 | -0.8 | -8
2 | 0.2 | 1 | 1 | -0.9 | 8
3 | -0.2 | 6 | 4 | -1.4 | 5
4 | 0.0 | 14 | 2 | 1.9 | -22
5 | 0.1 | -5 | 0 | -3.9 | 6
6 | -0.7 | -8 | -1 | -2.8 | -4
7 | -0.2 | -1 | 17 | -0.2 | -2
8 | -0.1 | 1 | -1 | 0.5 | 5
9 | -0.1 | 2 | -1 | -2.4 | 7
10 | -0.2 | 1 | 0 | -0.8 | 0
11 | 1.3 | -2 | 0 | -0.5 | -3
12 | 0.1 | 3 | -4 | 4.1 | -8

Brought forward from above: 5 compounds, followed by the next part.
# | SMILES | PDI inh | CaV13 FRET inh | N-glyco inh | ABCB6 inh MLPCN | Vif inh
8 | COc1ccccc1OCCCC(=O)Nc1nnc(C2CCCO2)s1 (configuration not stated) | 6 | -2 | 6 | 95 | 10
9 | O=C(CSc1nc2c(cnn2-c2ccccc2)c(=O)[nH]1)NC1CCS(=O)(=O)C1 (configuration not stated) | -5 | -5 | -1 | 105 | 9
10 | O=c1oc(=O)c2ccccc2c2ccccc12 | -54 | -17 | 1 | 101 | 17
11 | CCCCc1nc2cc(C(=O)N3CCCC(OCCC)C3)ccc2o1 (configuration not stated) | 2 | -2 | 2 | 98 | -13
12 | COc1ccc(C)cc1S(=O)(=O)NC1CCCCC1C (configuration not stated) | 7 | . | 0 | 99 | .
13 | COC(=O)[C@@]12CCCN1[C@H](c1ccc(-c3ccccc3)cc1)[C@H]1C(=O)N(C)C(=O)[C@H]12 | -8 | -10 | 0 | 95 | 17
14 | COCCCN(C(=S)Nc1cc(C)cc(C)c1)C(C)c1ccncc1 (configuration not stated) | -4 | -6 | -2 | 88 | 2
15 | COc1ccc(C(=O)NC2CCN(CC(=O)Nc3cccc(C)c3)CC2)cc1OC | -4 | -6 | -1 | 96 | -14
16 | COc1ccc(NC2CC(=O)N(CCc3ccccc3)C2=O)cc1 (configuration not stated) | -7 | 1 | 2 | 84 | -11
17 | N#Cc1c(SCc2ccccc2)sc(C(=O)c2ccccc2)c1N | -7 | . | 2 | 102 | 22
18 | CCC(C)(C#CCN1CCCCC1)OCCC#N (configuration not stated) | 4 | -2 | -2 | 90 | 0
19 | O=C(Nc1ccc(F)cc1)Nc1nnc([C@H]2C[C@H](O)[C@@H](CO)O2)s1 | 7 | -5 | 0 | 104 | 16
20 | CC1=C(C(=O)Nc2cccc(C(=O)NCc3ccccc3C)c2)SCCO1 | 0 | -3 | -3 | 96 | -5
21 | O=C(CSCc1ccccc1)NC1CCSC1=O (configuration not stated) | -2 | . | -1 | 94 | .
22 | Nc1nc(SCc2nc3sc4c(c3c(=O)[nH]2)CCCC4)n[nH]1 | -2 | -6 | -1 | 108 | 19
23 | CSc1nc2ccc(NC(=O)COc3ccccc3F)cc2s1 | 17 | -5 | 1 | 96 | 6
24 | COc1ccccc1C(=O)Nc1ccc2c(c1)nc(CCNC(C)=O)n2C | -16 | -6 | 2 | 99 | 8

# | aDG glyco act | m5-HT2A agonist | Exocytosis inh | hiPSC survival | H9c2 protect
8 | -0.1 | 1 | -1 | 0.5 | 5
9 | -0.1 | 2 | -1 | -2.4 | 7
10 | -0.2 | 1 | 0 | -0.8 | 0
11 | 1.3 | -2 | 0 | -0.5 | -3
12 | 0.1 | 3 | -4 | 4.1 | -8
13 | 0.3 | 7 | -2 | 0.0 | -6
14 | 0.0 | 2 | -2 | 0.5 | 1
15 | 0.3 | -4 | 4 | -0.7 | -4
16 | 0.2 | -1 | 2 | -4.3 | -2
17 | -0.1 | -8 | 15 | 2.9 | -15
18 | -0.3 | -2 | -3 | 0.1 | 2
19 | 0.5 | 8 | 0 | -2.2 | -3
20 | 0.0 | 4 | -2 | 0.2 | -5
21 | -0.1 | -3 | 0 | 0.0 | 11
22 | 0.0 | 1 | -6 | 2.0 | 8
23 | 0.2 | 11 | -1 | -0.2 | -10
24 | -0.1 | 1 | -3 | -1.5 | -7

The list continues.
# | SMILES | PDI inh | CaV13 FRET inh | N-glyco inh | ABCB6 inh MLPCN | Vif inh
25 | CCOc1cccc2sc(N(CCN(C)C)C(=O)/C=C/c3cccs3)nc12 | -5 | . | 11 | 97 | 0
26 | CCc1cccc(C)c1NC(=O)CCCn1c(=O)c2cccn2c2cccnc21 | -5 | -15 | -1 | 103 | 5
27 | O=C(CN1C2=NCCCN2c2ccccc21)c1ccc(Br)s1 | 0 | 0 | -2 | 96 | -1
28 | N#CC1=C(N)OC2=C(C(=O)CCC2)C1c1ccccc1 (configuration not stated) | 3 | -6 | 3 | 96 | -5
29 | CC(C)c1ccc(CNCc2ccccc2)cc1 | -2 | -8 | -4 | 94 | 1
30 | CC1CS(=O)(=O)CCN1N=Cc1ccc([N+](=O)[O-])o1 (configuration not stated) | 0 | -5 | 3 | 100 | -2
31 | Cc1ccc(NC(C(N)=O)c2c(C)[nH]c(=O)[nH]c2=O)cc1 (configuration not stated) | -2 | -4 | 0 | 92 | -4
32 | COc1ccc(CC(=O)Nc2ccccc2NC(=O)Cc2ccc(OC)cc2)cc1 | -1 | -5 | -1 | 101 | -15
33 | CN(CC(=O)Nc1cccc(F)c1)C(=O)/C=C/c1ccc2ccccc2n1 | 2 | -4 | -2 | 101 | -1
34 | CCOC(=O)c1c(NC(=O)C(C)Sc2cccc[n+]2[O-])sc2c1CCN(Cc1ccccc1)C2 (configuration not stated) | -1 | -3 | 2 | 105 | 1
35 | CC1(c2ccc(OCC#N)cc2)C=C(c2ccc(OCC#N)cc2)n2nc(C(F)(F)F)nc2N1 (configuration not stated) | -6 | -2 | 0 | 95 | -11
36 | O=C(Cn1cnc2c(OCc3ccccc3)ncnc21)NCc1ccccc1 | -1 | -4 | 7 | 99 | -3

# | aDG glyco act | m5-HT2A agonist | Exocytosis inh | hiPSC survival | H9c2 protect
25 | 0.4 | -6 | 25 | 0.1 | -4
26 | 0.4 | -3 | 14 | -0.5 | 9
27 | 1.3 | -6 | -2 | -1.9 | -3
28 | 0.2 | 1 | -4 | -2.7 | 0
29 | 0.1 | 0 | -2 | 0.1 | -6
30 | 0.0 | 4 | -5 | -0.9 | 7
31 | 0.0 | 1 | -2 | 0.6 | 6
32 | -0.1 | 5 | 5 | 0.3 | -2
33 | 0.0 | 5 | -4 | -0.1 | 2
34 | 0.1 | -1 | -2 | -0.4 | -4
35 | 0.2 | -6 | -1 | -1.8 | -7
36 | 0.1 | 1 | 1 | 1.6 | 5

Further results.
# | SMILES | PDI inh | CaV13 FRET inh | N-glyco inh | ABCB6 inh MLPCN | Vif inh
37 | O=S(=O)(Nc1ccc(Cc2ccncc2)cc1)c1ccc(Cl)cc1 | -1 | -5 | -3 | 94 | -27
38 | CCn1nc(C(=O)NNC(=O)COc2ccc(OC)cc2)c2ccccc2c1=O | -1 | -6 | 2 | 99 | -4
39 | CCCCn1nc(C(=O)N(CC)CC(=O)Nc2c(F)cccc2F)c2ccccc2c1=O | -6 | -6 | -4 | 98 | -2
40 | CCCn1nnnc1NC(=O)COc1ccc(Cl)c(C)c1 | 2 | -17 | 3 | 98 | -2
41 | CN1OC[C@@H]2CN(S(=O)(=O)c3cc(Cl)cc(Cl)c3)[C@H](c3ccc(-c4ccc(C#N)cc4)cc3)C[C@@H]21 | . | -5 | 17 | 104 | .
42 | OCCC1CN(Cc2ccc3cc(Cl)ccc3n2)CCN1Cc1ccsc1 (configuration not stated) | -7 | -3 | 0 | 96 | -5
43 | CCOc1ccc(NC(=O)CCC(=O)N/N=C/c2ccc3c(c2)OCO3)cc1 | 6 | -7 | -1 | 102 | -2
44 | COCCNc1oc(/C=C/c2ccc(F)cc2)nc1S(=O)(=O)c1ccccc1 | 1 | -6 | -2 | 98 | -2
45 | COc1cccc(CNC(=O)CSCc2cnn(-c3ccccc3)c2-n2cccc2)c1 | -3 | . | -2 | 96 | -6
46 | CC(Sc1ccccc1)C(=O)NN=C1CCCCCC1 (configuration not stated) | 5 | -4 | 1 | 95 | ?

# | aDG glyco act | m5-HT2A agonist | Exocytosis inh | hiPSC survival | H9c2 protect
37 | 3.1 | 1 | 2 | -0.7 | -14
38 | 0.0 | 2 | 0 | 2.9 | 5
39 | 0.1 | 5 | -18 | -0.1 | 12
40 | -0.2 | 1 | -1 | 0.6 | 8
41 | -0.2 | -2 | -3 | -1.7 | -4
42 | 0.1 | -3 | -3 | -0.4 | -8
43 | -0.1 | 3 | 3 | -1.3 | -3
44 | 0.2 | 1 | -2 | -0.5 | -3
45 | 0.2 | 1 | 0 | 0.3 | 4
46 | -0.3 | -6 | -2 | -1.2 | 0

Rows are unselected; about 3.1% have a hit in one of these screens.
